# TRPC4 PAM = allosterically enhances the mouse TRPC4 cation channel; Q9QUQ5; HEK293 TRPC4beta/mu-opioid, DAMGO EC20, Fluo-4 Ca2+ flux; active compounds read high; B-score at 10 µM; hit rate 0.42% among 310,000; AID 2227;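 active means B-score of calcium response area above 5 SD of library B-scores, with initial fluorescence ratio within 5 SD of library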;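 further: B-score of integrated fluorescence ratio over time as area under calcium response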
# Target sequence (Q9QUQ5 whole entry, looked up): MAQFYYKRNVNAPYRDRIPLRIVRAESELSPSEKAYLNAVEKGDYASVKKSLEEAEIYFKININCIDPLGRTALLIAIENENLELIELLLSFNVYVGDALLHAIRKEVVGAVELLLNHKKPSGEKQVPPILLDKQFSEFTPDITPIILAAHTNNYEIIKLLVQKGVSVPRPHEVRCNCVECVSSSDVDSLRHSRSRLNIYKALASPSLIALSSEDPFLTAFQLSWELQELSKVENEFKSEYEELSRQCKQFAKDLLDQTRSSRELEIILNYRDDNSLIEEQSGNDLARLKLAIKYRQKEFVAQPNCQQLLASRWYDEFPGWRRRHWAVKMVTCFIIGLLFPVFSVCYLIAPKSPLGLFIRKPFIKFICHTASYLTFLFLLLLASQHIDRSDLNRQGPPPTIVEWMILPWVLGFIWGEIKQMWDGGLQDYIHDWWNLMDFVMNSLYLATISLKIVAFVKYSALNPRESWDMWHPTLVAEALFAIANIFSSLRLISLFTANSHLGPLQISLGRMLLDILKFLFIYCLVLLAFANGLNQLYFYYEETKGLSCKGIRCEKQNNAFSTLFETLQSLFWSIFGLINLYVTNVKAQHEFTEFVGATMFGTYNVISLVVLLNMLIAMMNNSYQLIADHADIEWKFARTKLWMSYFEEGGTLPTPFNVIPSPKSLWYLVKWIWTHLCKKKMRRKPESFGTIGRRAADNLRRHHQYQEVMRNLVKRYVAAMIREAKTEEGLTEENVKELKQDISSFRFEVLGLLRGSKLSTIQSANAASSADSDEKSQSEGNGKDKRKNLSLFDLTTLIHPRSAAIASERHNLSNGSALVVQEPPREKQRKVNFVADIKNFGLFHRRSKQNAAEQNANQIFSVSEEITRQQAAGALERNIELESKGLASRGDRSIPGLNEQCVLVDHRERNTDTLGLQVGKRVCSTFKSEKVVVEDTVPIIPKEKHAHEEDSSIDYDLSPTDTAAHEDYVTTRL
# RGS4 inh = inhibitors of human RGS4 | P49798 | HEK293 M3R/RGS4 inducible, Fluo-4 calcium flux; active compounds read high; triggered by carbachol at its EC20 | B-score at 10 µM | hit rate 0.45% among 310,000 | AID 463165;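 active means B-score, a plate-corrected calcium signal, over three deviations above library mean, with baseline fluorescence within five deviations of library mean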;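 further: RGS4 expression induced by doxycycline in cells with stable M3 receptor; B-score is computed from the integrated fluorescence ratio over baseline after carbachol; higher B-score means a larger calcium signal and so more RGS4 inhibition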
# TRPC6 inhibitor = inhibitors of mouse TRPC6 channel. Q61143. HEK293-TRPC6, membrane potential dye, ACh-evoked depolarization; active compounds read low. B-score at 10 µM. hit rate 1.1% among 310,000. AID 2553;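 active means B-score under library mean minus 3 SD, initial fluorescence not abnormally high, positive integrated signal ratio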;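 further: B-score derived from integrated fluorescence ratio over the kinetic read; more negative B-score means stronger inhibition of depolarization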
# MrgX1 PAM = human MrgX1 positive allosteric modulation, primary screen. Q96LB2. MrgX1-HEK293, Fluo-4 calcium flux, FDSS; active compounds read high. B-score at 10 µM. hit rate 0.63% among 310,000. AID 588675;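 active means plate-corrected calcium response at least 3 library SD above typical, normal starting fluorescence, not activating the receptor alone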;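 further: compound read alongside a low EC10 to EC30 dose of BAM8-22 agonist; peak minus trough fluorescence over baseline measured at the second addition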
# MrgX1 ag = agonists of human MrgX1 receptor | Q96LB2 | hit rate 0.44% among 310,000 | AID 588627 | MrgX1-HEK293 cells, Fluo-4 calcium fluorescence, agonist mode; active compounds read high | B-score at 10 µM;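 active means calcium response B-score plate-corrected fluorescence ratio at least 3 library SD, with starting fluorescence B-score inside 5 SD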
#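 Material – MrgX1-expressing HEK293 cells · Input – 15,000 cells seeded per well · Dosing – compound as first of three additions · Times – overnight seeding, then 1 h dark dye loading · Measured by – kinetic Fluo-4 NW fluorescence of intracellular calcium · Read-out – B-scored fluorescence response ratio · Benchmarks – positive and negative control wells on each plate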
# TMEM16A inh = mouse TMEM16A channel inhibition, primary screen; normalized B-score (activity score, 25-100; higher = stronger inhibition) at 10 µM; Q8BHY3; HEK293 TMEM16A/YFP iodide influx fluorescence, ionomycin; hit rate 1.2% among 310,000;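 active means ratio plate-corrected score three or more library SD toward inhibition, starting fluorescence score within five deviations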;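 further: score derived from kinetic fluorescence span divided by baseline fluorescence per well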
# TMEM16A act = activators or potentiators of mouse TMEM16A chloride channel; Q8BHY3; HEK293 TMEM16A/YFP-H148Q/I152L, iodide quench fluorescence; active compounds read low; B-score at 10 µM; hit rate 0.3% among 340,000;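 active means fluorescence-ratio B-score plate-corrected deviation score at least 3 library SD below zero, with starting fluorescence score within 5 deviations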;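 further: channel opened by trigger with iodide after compound preincubation; score built on the fluorescence ratio of max minus min over baseline; more negative score means more quench and so TMEM16A activation or potentiation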
# TRPC6 activator = activates the mouse TRPC6 cation channel | Q61143 | HEK293-TRPC6 membrane potential dye fluorescence; active compounds read high | B-score at 10 µM | hit rate 0.13% among 310,000 | AID 2550;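 active means B-score of the integrated fluorescence ratio above library mean plus 3 SD, and starting fluorescence ratio within library mean plus 5 SD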;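 further: higher score means more depolarization so channel activation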
# MrgX1 antag = blocks BAM8-22 activation of human MrgX1 receptor | Q96LB2 | MRGX1-HEK293 calcium flux, Fluo-4, BAM8-22 antagonism; active compounds read low | B-score at 10 µM | hit rate 1.3% among 310,000 | AID 588676;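 active means calcium-response B-score plate-corrected more than 3 library SD below zero, starting fluorescence within 5 deviations, no agonist response on first addition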;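 further: peak minus trough fluorescence over baseline after final BAM8-22 challenge near maximal dose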
# TRPC4 act = TRPC4 (mouse) channel activation; Q9QUQ5; HEK293 TRPC4beta/mu-opioid, Fluo4 calcium fluorescence; active compounds read high; B-score at 10 µM; hit rate 0.49% among 310,000;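 active means B-score above 5 SD of library B-scores, and initial fluorescence ratio not above library mean plus 5 SD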;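 further: positive B-score marks a calcium rise read as TRPC4 activation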
#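 system = HEK293 cells stably co-expressing mouse TRPC4beta and mu-opioid receptor | schedule = Fluo4 dye loading 45 min at room temperature, 110 s recording | measure = B-scored integrated calcium fluorescence ratio | signal = Fluo4 calcium-sensitive dye fluorescence, kinetic, 1 Hz baseline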
# TRPC4 inh = inhibitors of mouse TRPC4 channel; Q9QUQ5; HEK293 TRPC4beta/mu-opioid, DAMGO-evoked Fluo4 calcium flux; active compounds read low; B-score at 10 µM; hit rate 0.39% among 300,000; AID 2247;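 active means B-score over 3 SD under the library average, no early fluorescence shift, positive overall ratio signal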
#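 Test system – stable TRPC4beta/mu-opioid receptor HEK293 cells · Probe or stimulus – DAMGO, a submaximal dose followed by a maximal one · Dosing – one concentration per compound · Signal – Fluo4 calcium fluorescence by kinetic imaging, 5 s 1 Hz baseline · Evaluation – per-well B score of integrated baseline-normalized Fluo4 ratio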
# An asterisk follows results filed as active; i = inactive; . = no result given.
SMILES,TRPC4 PAM,RGS4 inh,TRPC6 inhibitor,MrgX1 PAM,MrgX1 ag,TMEM16A inh,TMEM16A act,TRPC6 activator,MrgX1 antag,TRPC4 act,TRPC4 inh
O=C(CSc1ncnc2c1nnn2-c1ccc(F)cc1)NCc1ccco1,i,i,i,i,i,i,i,i,i,i,i
c1cc(CN2CCN(C3CCCCCC3)CC2)ccn1,i,i,i,i,i,i,i,i,i,i,i
COc1cc(C2NC(=O)c3ccccc3O2)ccc1OC(C)C (configuration not stated),i,i,i,i,i,i,i,i,i,i,i
O=[N+]([O-])c1ccc(N2CCOCC2)cn1,i,i,i,i,i,i,i,i,i,i,i
O=C(CCN1C(=O)c2ccccc2S1(=O)=O)Nc1ccccc1,i,i,i,i,i,i,i,i,i,i,i
Cc1ccc(NS(=O)(=O)c2c(C)nc3sccn3c2=O)cc1,i,i,i,i,i,i,i,i,i,i,i
COCCCNC(=O)c1ccc(CS(=O)(=O)c2ccc(OC)cc2)o1,i,i,i,i,i,i,i,i,i,i,i
COc1ccc(-c2nc(-c3ccc(Br)o3)no2)cc1OC,i,i,i,i,i,i,i,i,i,i,i
CCOC(=O)c1ccc(N2CN(CC)CNC2=S)cc1,i,i,i,i,i,i,i,i,i,i,i
CC(=O)c1cccc(NC(=O)N2CCCC2C(=O)NCCC(C)C)c1 (configuration not stated),i,i,i,i,i,25*,i,i,i,i,i
CCOc1ccc(C(=O)OCC(=O)N2CCCC2)cc1OCC,i,i,i,i,i,i,i,i,i,i,i
CC1CCc2c(c3ccccc3n2C(=O)CCl)C1 (configuration not stated),i,i,i,i,i,i,i,i,i,i,i
CC(C)(C)C(=O)N1N=C(c2ccc(NS(C)(=O)=O)cc2)CC1c1cccs1 (configuration not stated),i,i,i,i,i,i,i,i,i,i,i
NC(=O)COc1ccc(-n2cnnn2)cc1,i,i,i,i,i,i,i,i,i,i,i
COc1ccc(-n2c(C)cc(C)c(C(C)=O)c2=S)cc1,i,i,i,i,i,i,i,i,i,i,i
OC(COc1ccc(C2C=CCC2)cc1)CN1CCCCC1 (configuration not stated),i,i,i,i,i,i,i,i,i,i,i
CCn1cc(CNC(=O)/C=C/c2ccc([N+](=O)[O-])cc2)cn1,i,i,i,i,i,i,i,i,i,i,i
O=C(Cn1nc(-c2ccccc2)ccc1=O)Nc1cccc(NC(=O)c2ccccn2)c1,i,i,i,i,i,i,.,i,i,i,i
COc1ccc(CCNC(=O)c2cnn3cccnc23)cc1OC,i,i,i,i,i,i,i,i,i,i,i
CC1CC(C)CN(C(=O)CSCC(=O)Nc2nc(-c3cccs3)cs2)C1 (configuration not stated),i,i,i,i,i,i,i,i,i,i,i
O=C(NC(=S)Nc1cccc(O)c1)c1ccco1,i,i,i,i,i,i,i,i,i,i,i
COC1CCN(Cc2c(C(=O)N3C[C@@H](C)O[C@@H](C)C3)nc3ccc(Cl)cn23)CC1,i,i,i,i,i,i,i,i,i,i,i
O=C(COc1ccc2c3c(c(=O)oc2c1)CCC3)NC(Cc1ccc(Cl)cc1)C(=O)O (configuration not stated),i,i,i,i,i,i,i,i,i,i,i
O=C(Cc1ccccc1[N+](=O)[O-])NCc1ccc(Cl)cc1,i,i,i,i,i,i,i,i,i,i,i

# One compound at a time, from the list above.
# O=C(Cn1nc(-c2ccccc2)ccc1=O)Nc1cccc(NC(=O)c2ccccn2)c1 in the list: TRPC4 PAM = i; RGS4 inh = i; TRPC6 inhibitor = i; MrgX1 PAM = i; MrgX1 ag = i; TMEM16A inh = i; TMEM16A act = .; TRPC6 activator = i; MrgX1 antag = i; TRPC4 act = i; TRPC4 inh = i
# CC(C)(C)C(=O)N1N=C(c2ccc(NS(C)(=O)=O)cc2)CC1c1cccs1 (configuration not stated) in the list: TRPC4 PAM = i; RGS4 inh = i; TRPC6 inhibitor = i; MrgX1 PAM = i; MrgX1 ag = i; TMEM16A inh = i; TMEM16A act = i; TRPC6 activator = i; MrgX1 antag = i; TRPC4 act = i; TRPC4 inh = i

# Continuation:
SMILES,TRPC4 PAM,RGS4 inh,TRPC6 inhibitor,MrgX1 PAM,MrgX1 ag,TMEM16A inh,TMEM16A act,TRPC6 activator,MrgX1 antag,TRPC4 act,TRPC4 inh
Cc1oc(-c2ccc(Cl)cc2)nc1CS(=O)CC(=O)NCc1ccc2c(c1)OCO2 (configuration not stated),i,i,i,i,i,i,i,i,-4.86*,i,i
Cc1ccc(NC(=S)NNC(=O)c2c(Cl)c(C)nn2C)cc1,i,i,i,i,i,i,i,i,i,i,i
Cc1cc(C)c(O)c(NC(=S)NC(=O)Cc2ccccc2)c1,i,i,i,i,i,i,i,i,i,i,i
Cc1sc2ncnc(Oc3ccc(-n4ccnc4)cc3)c2c1C,i,i,i,i,i,i,i,i,i,i,i
C=CCNC(=O)C(C#N)c1nc2ccccc2nc1N1CCN(Cc2ccccc2)CC1 (configuration not stated),i,i,i,i,i,i,i,i,i,i,i
COc1ccc(N/C(N)=N/c2nc(C)cc(C)n2)c(OC)c1,i,i,-5.07*,i,i,i,i,i,i,i,i
O=C(Nc1ccc(S(=O)(=O)Nc2ncccn2)cc1)c1ccccc1NS(=O)(=O)c1ccc(F)cc1,i,i,i,i,i,i,i,i,i,i,i
COc1ccc(Br)c(C(=O)NC(C)(C)CO)c1,i,i,i,i,i,i,i,i,i,i,i
COc1ccc2nc3cc(Cl)ccc3c(Nc3cc(C(C)C)c(O)cc3C)c2c1,i,i,i,i,i,i,i,i,i,i,i
Cc1cc(-n2c(C)cc(C(=O)CSc3nc4ccccc4c(=O)n3Cc3ccco3)c2C)no1,i,i,i,i,i,i,-9.12*,i,-6.32*,i,i
Cc1ccc(C(=O)N/N=C\c2ccc3c(c2)OCO3)cn1,i,i,i,i,i,i,i,i,i,i,i
COc1ccc(-c2noc(Cc3ccc(Cl)cc3)n2)cc1OC,i,i,i,i,i,i,i,i,i,i,i
COc1ccc(NC(=O)c2cc(S(=O)(=O)N3CCCC3)cn2C)cc1Cl,i,i,i,i,i,i,i,i,i,i,i
Nc1nc(SCC(=O)NCC2CCCO2)[nH]c(=O)c1NC(=O)c1ccc(F)c(F)c1 (configuration not stated),i,i,i,i,i,i,i,i,i,i,i
Cc1cccc(-c2noc(CNC(=O)c3ccco3)n2)c1,i,i,i,i,i,i,i,i,i,i,i
O=C(C[n+]1cc(Br)cc2ccccc21)c1ccc(Cl)cc1,i,i,i,7.36*,i,i,i,i,i,i,i
COCC1CCN(Cc2c(C(=O)N3CCN(C4CCCCC4)CC3)nc3ccccn23)C1 (configuration not stated),i,i,i,i,i,i,i,i,i,i,i
O=C(COn1nnc2ccc(S(=O)(=O)N3CCOCC3)cc21)Nc1c(F)c(F)c(F)c(F)c1F,i,i,i,i,i,i,i,i,i,i,i
COc1ccc(-n2cc(C(=O)c3ccc4ccccc4c3O)cn2)cc1,i,i,i,i,i,i,i,i,i,i,i
CC(=O)c1ccccc1C(=O)N1CCCC(CNC(=O)c2ccccc2Cl)C1 (configuration not stated),i,i,i,i,i,i,i,i,i,i,i
O=P(COCCO)(c1ccccc1)c1ccccc1,i,i,i,i,i,i,i,i,i,i,i
CC(OC(=O)c1ccc(-c2ccc([N+](=O)[O-])cc2)o1)C(=O)NC(N)=O (configuration not stated),i,i,i,i,i,i,i,i,i,i,i
O=C(CN1CCCCCC1)Nc1c(Cl)cc(Cl)cc1Cl,i,i,i,i,i,i,i,i,i,i,i
COc1ccc(N(C(C)=O)C2C=CS(=O)(=O)C2)c(OC)c1 (configuration not stated),i,i,i,i,i,i,i,i,i,i,i
COc1ccc(C(=O)NC(C)c2cnn(-c3ccccn3)c2C)o1 (configuration not stated),i,i,i,i,i,i,i,i,i,i,i
CCOc1cc(N2CCOCC2)c(OCC)cc1NC(=O)c1cc(C)cc(C)c1,i,i,i,i,i,i,i,i,i,i,i
COc1ccc(OC)c2sc(NC(=O)C3COc4ccccc4O3)nc12 (configuration not stated),i,i,i,i,i,i,i,i,i,i,i
COc1ccccc1NC(=O)N1CCCC1C(=O)NCc1ccccc1 (configuration not stated),i,i,i,i,i,i,.,i,-5.69*,i,i
COC(=O)CNc1c(-c2ccccn2)nc2ccc(Br)cn12,i,i,i,i,i,i,i,i,i,i,i
CCNC(=S)Nc1cc(C(=O)N2CCCC2)ccc1N1CCCC1,i,i,i,i,i,i,i,i,i,i,i
O=C(CN(c1cccc(C(F)(F)F)c1)S(=O)(=O)c1ccc(Cl)c([N+](=O)[O-])c1)NCc1ccccc1,i,i,i,i,i,i,i,i,i,i,i
COCCN1CCN(C(=O)C2CCC(=O)N(Cc3ccccc3F)C2)CC1 (configuration not stated),i,i,i,i,i,i,i,i,i,i,i
COc1ccc(NC(=O)CSc2nc3ccccc3nc2N2CCOCC2)cc1,i,i,i,i,i,i,i,i,i,i,i
O=C(NCCCN1CCN(c2ccc(F)cc2)CC1)NC12CC3CC(CC(C3)C1)C2,i,i,i,i,i,i,i,i,i,i,i
Cc1ccc(S(=O)(=O)N2CCOCC2)cc1NC(=O)CSc1nnnn1C,i,i,i,i,i,i,i,i,i,i,i
CCOC(=O)C1=C(C)C/C(=N\NC(=O)c2ccccc2O)CC1,i,i,i,i,i,i,i,i,i,i,i
COc1ccc(C2CC(c3cccs3)=NN2C(=O)CSC2=NCCS2)cc1 (configuration not stated),i,i,i,i,i,i,i,i,i,i,i
CCN(C(=O)COC(=O)CNC(=O)c1sc2ccccc2c1Cl)C1CCCCC1,i,i,i,i,i,i,i,i,i,i,i
CC(C)CCOc1ccc(C(=O)C[N+]2(C)CCOCC2)cc1,i,i,i,i,i,i,i,i,i,i,i
Cn1c(=O)c2c(nc(N3CCCC3)n2C)n(C)c1=O,i,i,i,i,i,i,i,i,i,i,i
COC(=O)C1=NN(c2ccccc2)C2C(=O)N(c3ccccc3OC)C(=O)C12 (configuration not stated),i,i,i,i,i,i,i,i,i,i,i
Cc1ccc(C(=O)Nc2ccc(SC(F)F)cc2)s1,i,i,i,i,i,i,i,i,i,i,i

# Compounds as they come (roughly 5.8% active in at least one column).
